PABP1 MLLE inh: blocks PAM2 peptide binding to the PABP1 MLLE domain | P11940 | hit rate 0.36% among 360,000 | AID 588489 | inhibition, % at 20 µM | GST-MLLE / FITC-PAM2 fluorescence polarization; in the data active = inhibition above about 35%, passing the limit was not always enough;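 also: plate controls were DMSO wells with GST-MLLE for no effect and wells lacking GST-MLLE protein for full effect; some results filed as inactive read as strong as hits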
Target sequence (P11940 whole entry, looked up, the tested form may be a part): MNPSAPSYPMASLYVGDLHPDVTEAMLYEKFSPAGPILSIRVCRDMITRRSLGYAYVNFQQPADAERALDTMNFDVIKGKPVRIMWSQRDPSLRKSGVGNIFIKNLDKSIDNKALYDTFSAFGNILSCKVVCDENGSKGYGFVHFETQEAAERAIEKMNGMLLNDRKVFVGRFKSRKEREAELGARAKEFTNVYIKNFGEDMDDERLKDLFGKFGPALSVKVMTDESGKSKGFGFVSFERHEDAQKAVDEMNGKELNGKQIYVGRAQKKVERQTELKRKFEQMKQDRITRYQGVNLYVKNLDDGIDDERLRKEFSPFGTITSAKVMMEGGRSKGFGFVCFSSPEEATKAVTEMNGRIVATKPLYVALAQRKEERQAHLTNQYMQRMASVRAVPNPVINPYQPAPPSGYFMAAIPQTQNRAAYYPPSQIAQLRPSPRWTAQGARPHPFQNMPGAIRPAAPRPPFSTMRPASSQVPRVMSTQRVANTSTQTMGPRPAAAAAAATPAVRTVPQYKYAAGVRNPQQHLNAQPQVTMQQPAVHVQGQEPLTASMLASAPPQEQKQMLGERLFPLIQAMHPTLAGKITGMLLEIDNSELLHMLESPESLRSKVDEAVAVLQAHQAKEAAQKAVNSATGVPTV
SUMO1-SIM PPI: SUMO1-SIM interaction modulation | inhibition, % at 20 µM | SUMO1 binding to a labelled peptide, TR-FRET, 1 h | hit rate 0.33% among 360,000 | P63165; in the data active = inhibition above about 37%
Target sequence (P63165 whole entry, looked up): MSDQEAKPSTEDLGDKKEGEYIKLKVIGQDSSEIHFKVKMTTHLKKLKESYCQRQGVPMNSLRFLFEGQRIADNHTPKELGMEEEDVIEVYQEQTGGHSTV
STEP block: inhibitors of human striatal-enriched phosphatase STEP; P54829; recombinant STEP, OMFP fluorogenic substrate, fluorescence; inhibition, % at 20 µM; hit rate 0.25% among 360,000;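 active = inhibition at 20 µM, scaled per plate between control wells, above about 37%, limit read from the data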;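 also: 0% = DMSO with enzyme and substrate and 100% = substrate only without enzyme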
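medium = Bis-Tris buffer pH 6.0, 2.5 mM DTT, 0.005% Tween 20 | test system = STEP (striatal-enriched tyrosine phosphatase) enzyme, cell-free | measure = normalized % inhibition | compound dosing = 20 µM, 1% DMSO | also added = 25 µM OMFP | schedule = reaction 20 min, ambient temperature | measured by = fluorescence read at 480 nm ex / 540 nm em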
LMPTP inh: blocks human LMPTP phosphatase | AID 651560 | recombinant LMPTP-A, OMFP fluorogenic substrate, fluorescence intensity | inhibition, % at 20 µM | hit rate 0.22% among 360,000;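 active = compounds that cut the enzyme signal by at least half of the control window in the single-dose screen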;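 also: plate controls were DMSO wells with enzyme plus substrate for no effect and substrate without enzyme for full effect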
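material = LMPTP-A | quantity = 0.625 nM enzyme | reagent = OMFP substrate, 400 µM final | buffer or medium = Bis-Tris pH 6.0, DTT, detergent | detection = endpoint fluorescence intensity from OMFP dephosphorylation | dosing = single 20 µM dose | read-out basis = % inhibition relative to no-enzyme and uninhibited control wells | control set = no-enzyme and uninhibited controls | timing = 50 min at room temperature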
Rpn11 block: inhibitors of human proteasome Rpn11; human 26S proteasome, Ub4-pepOG fluorescence polarization; 20S core pre-blocked with epoxomicin; calls only at 20 µM; hit rate 0.59% among 360,000; AID 588493;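 active = inhibition at 20 µM, scaled to each plate's controls, above about 33%, limit read from the data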
Target sequence (O00487 whole entry, looked up): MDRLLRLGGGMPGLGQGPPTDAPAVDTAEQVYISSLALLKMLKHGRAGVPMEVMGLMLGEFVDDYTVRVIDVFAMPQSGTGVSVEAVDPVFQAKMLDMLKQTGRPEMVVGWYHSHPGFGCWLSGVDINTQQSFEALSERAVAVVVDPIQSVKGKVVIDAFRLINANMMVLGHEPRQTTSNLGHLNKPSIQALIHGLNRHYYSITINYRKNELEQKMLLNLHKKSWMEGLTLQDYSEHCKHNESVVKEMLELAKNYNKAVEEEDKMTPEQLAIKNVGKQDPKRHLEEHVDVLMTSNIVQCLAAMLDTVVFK
Tb MetRS inh: blocks T. brucei methionyl-tRNA synthetase activity; purified T. brucei MetRS, ATP depletion, Kinase-Glo luminescence; inhibition, % at 11.9 µM; hit rate 0.4% among 360,000; AID 624268;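 active = inhibition above a per-plate cutoff of the control wells' mean inhibition plus 3 SD, cut at about 5.5% in these data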;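 also: 0% = DMSO wells median and 100% = median of wells with control inhibitor compound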
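Dosing: 11.9 µM single point; system: parasite MetRS enzyme; technique: luminescence of leftover ATP; times: 15 min enzyme-compound preincubation, 2 h reaction, 10 min detection, 25 °C; replicates: each compound tested once; read-out basis: percent inhibition relative to median high and low control wells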
NadD block: inhibitors of Staphylococcus aureus NadD. purified NadD enzyme, colorimetric absorbance read-out. inhibition, % at 20 µM. hit rate 0.78% among 360,000; in the data active = inhibition above about 26%; also: some compounds past the cut are filed as inactive
CSN deneddyl inh: blocks human CSN-mediated cullin deneddylation; hit rate 0.38% among 360,000; Purified CSN, SCF-Nedd8-OG deneddylation, fluorescence polarization; Q92905; AID 651999; inhibition, % at 12.5 µM;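 active = pattern-corrected inhibition above about 35%, with an unprinted fluorescence ratio check between 0.5 and 1.5, limit read from the data, passing the limit was not always enough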;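 also: 0% = enzyme with substrate and 100% = substrate without enzyme; some results filed as inactive read as strong as hits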
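Test system: purified human Csn5 enzyme expressed in HEK293T cells. Amount: 0.24 nM enzyme. Reagent: SCFSkp2-Nedd8OG substrate at 10 nM final. Schedule: 90 min incubation of compound, enzyme and substrate at room temperature. Detection: fluorescence polarization. Read-out: % inhibition of substrate cleavage by Csn5.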
DNMT1 inh: blocks human DNA methyltransferase DNMT1; P26358; DNMT1 molecular beacon, Hinp1I cleavage, fluorescence; inhibition (reported as % activation of signal), % at 10 µM; hit rate 0.83% among 360,000; AID 588458; in the data active = inhibition above about 50%
Scp1 inh: inhibitors of human Scp-1 phosphatase | hit rate 0.88% among 340,000 | inhibition, % at 20 µM | AID 493091 | Q9GZU7 | Recombinant Scp1, phosphopeptide, malachite green phosphate absorbance;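 active = inhibition above about 50% at 20 µM, limit read from the data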;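 also: plate controls were DMSO wells with enzyme for no effect and wells lacking enzyme for full effect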
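Material – SCP-1 phosphatase catalytic domain, residues 76-261 · Buffer or medium – Acidic Tris acetate buffer with magnesium and detergent · Also added – Phospho 17-mer peptide substrate · Compound – single 20 µM dose, 1% DMSO · Times – 45 min room-temperature reaction, 5 min colour, 30 min stabiliser · Technique – Phosphate-binding colour reagent, absorbance read at 630 nm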
An asterisk follows results filed as active; i = inactive; . = no result given. A portion of the library; count on the stated rates, not on these rows.

#	Molecule	Rpn11 block	SUMO1-SIM PPI	NadD block	STEP block	Tb MetRS inh	LMPTP inh	Scp1 inh	DNMT1 inh	CSN deneddyl inh	PABP1 MLLE inh
1	C[C@]12CCC3[C@@H](CCC4=CC(=O)CC[C@@]43CO)C1CCC2=O (stereo not given in full)	i	6	1	1	-0.8	-2.1	-1	-10	7	4
2	CN1CCN(CC(=O)Nc2ccc(Cl)cc2C(=O)c2ccccc2)CC1	i	-2	2	-2	-0.4	0.4	-14	0	4	7
3	Cc1nc2cc(C(F)(F)F)ccc2n1C1CCN(Cc2nnnn2Cc2cccs2)CC1	i	1	-8	-4	-0.3	0.9	-2	0	1	6
4	COc1ccc(CN2Cc3cnnn3-c3ccccc3C2c2ccccc2)cc1 (stereo not given)	i	3	1	4	-0.3	1.6	4	-5	-2	7
5	CN1Cc2ccccc2-n2nncc2C1	i	2	-2	-4	-0.7	-1.5	4	6	-3	2
6	COC(=O)C1=C(c2ccccc2OCc2ccccc2)C[C@@H]2CC[C@H]1N2C(=O)NCc1ccc(F)cc1	i	4	-8	1	-0.3	6.0	-14	-2	-7	-6
7	O=C1NC(=O)N(c2ccccc2)C(=O)/C1=C/c1ccoc1	i	4	1	1	-1.0	0.7	11	17	44*	-27
8	CN1CCCC2c3ccccc3CCC21 (stereo not given)	i	4	0	0	-0.2	-1.4	.	2	4	5
9	Cn1c(O)c(N=Nc2cccc(S(=O)(=O)N3CCOCC3)c2)c(=O)n(C)c1=O	i	-26	-2	4	0.0	-0.8	-6	5	3	5
10	Cc1cc(N2CCOCC2)ccc1/C=C1\C(=O)NC(=O)N(c2ccccc2)C1=O	i	12	-3	0	0.8	0.1	-2	-5	5	19
11	CC(=O)c1c(C)n(Cc2ccccc2Cl)c2ccc(O)cc12	i	0	-5	1	-0.1	0.0	-3	-3	-3	11
12	COc1c(O)ccc2c1-c1c3c(cc4c1C(C2)N(C)CC4)OCO3 (stereo not given)	i	1	4	4	0.4	1.4	-5	-6	3	10
13	O=C(O)Cn1cc(/C=C2\C(=O)NC(=O)N(Cc3ccco3)C2=O)c2ccccc21	i	27	6	7	-0.4	4.6	53*	90*	34	-27
14	O=c1[nH]c(=S)n(CCC2=CCCCC2)c(O)c1/C=N/N1CCOCC1	i	1	-1	1	0.4	1.7	-11	-5	8	-29
15	Cc1cc(Cl)ccc1C(=O)C1CCCN(Cc2ccon2)C1 (stereo not given)	i	6	-18	2	-0.3	-0.6	-3	-3	0	9
16	O=C(Nc1ccc(F)cc1F)c1cccn(Cc2ccccc2)c1=O	i	-2	0	6	0.1	1.6	-9	-2	0	-14
17	Nc1ncn[nH]1	i	-4	3	3	0.4	-0.7	-5	1	1	-1
18	C/C(=N\Nc1ccccc1)c1c(O)n(-c2ccccc2)c(=O)[nH]c1=O	i	5	-4	-2	0.8	0.8	-7	2	1	-1
19	Cc1nc2ccccc2c(=O)n1-c1ccccc1C(F)(F)F	i	7	2	-1	-0.4	-0.8	4	4	1	11
20	COc1ccc(-n2c(=O)[nH]c3ccccc3c2=O)cc1	i	6	1	-1	-0.1	0.8	-2	-4	-8	5
21	Cn1cc(/C=C2\C(=O)NC(=O)N(c3ccccc3)C2=O)c2ccccc21	i	1	0	-118	-0.7	2.7	6	6	-3	i
22	CCOC(=O)CNC(=O)N1Cc2cc(-c3cccc(F)c3)ccc2-n2nncc2C1	i	-1	-4	1	0.2	-1.4	.	-3	1	-10
23	Cc1ccc(-n2c(O)c(C=Nc3ccccc3N)c(=O)[nH]c2=O)cc1C	i	-7	7	2	-3.6	0.7	-6	-1	-1	-27
24	O=c1[nH]cnc2nc(-c3ccc(N(CCCl)CCCl)cc3)[nH]c12	i	-8	-4	-3	-0.3	0.1	-8	22	18	-8
25	O=C(COc1ccccc1)N1CCN(C2CC3CCC2C3)CC1 (stereo not given)	i	2	-1	-8	-0.1	-2.0	3	4	-4	-3
26	CC(Cc1ccccc1)/[N+]([O-])=C\c1ccc(C(F)(F)F)cc1 (stereo not given)	i	-18	-7	0	-0.2	1.1	0	1	1	8
27	c1ccc(C2CC3CC4(CCCC4)N2O3)cc1 (stereo not given)	i	11	3	0	-2.1	0.1	-1	9	2	-4
28	O=c1[nH]c2ccccc2n1C1CCN(C(CCc2ccccc2)c2nnnn2C2CCCC2)CC1 (stereo not given)	i	5	8	3	0.1	6.1	.	-12	106*	-9
29	CC(C)(C)C(=O)Nc1ccc(S(=O)(=O)N2CC3CC(C2)c2cccc(=O)n2C3)cc1 (stereo not given)	i	7	2	-2	0.1	-1.0	-5	1	4	-8
30	C[C@@H](N)Cc1cnc[nH]1	i	-7	4	-2	-0.3	-9.8	24	0	-3	-5
31	Cc1nn(C2CCOC(C)(C)C2)c2c1C(c1ccc3c(c1)OCO3)SCC(=O)N2 (stereo not given)	i	-1	4	2	0.0	-1.8	-3	-3	1	17
32	O=C(CCc1nc(-c2ccccc2F)no1)N1CCC2(CC1)OCCO2	i	-2	2	-1	-0.4	-1.3	-9	58*	2	-16
33	O=C1NC(=O)N(c2ccc(Br)cc2)C(=O)/C1=C/c1ccsc1	i	4	3	2	0.5	-0.5	0	-1	13	-5
34	COC1=C(C)C(=O)O[C@]12C(=O)C(C)=C1CCCCN3[C@H]([C@@H]4C[C@H](C)C(=O)O4)CC[C@]132	i	3	-1	-2	-0.1	-0.4	-4	4	1	-3
35	Cc1ccccc1CN1CCN(C(=O)Cc2ccccc2)CC1	i	-2	-2	-1	-1.0	-1.1	-3	2	1	6
36	COc1ccc(C(=O)C2CN(C)CC2c2ccc(Cl)cc2)cc1 (stereo not given)	i	1	-6	0	0.1	2.2	-1	0	-3	1
37	COc1ccc(-n2c(O)c(/C=C/C=Nc3ccccc3)c(=O)[nH]c2=O)cc1	.	-53	-4	-16	-0.4	0.6	-4	30	8	-137
38	CCCCC1(CN2CCCC2=O)C(=O)NC(=O)NC1=O	i	0	1	1	-0.3	-1.8	-15	0	-4	1
39	C[n+]1ccc(-c2ccccc2)c2ccccc21	i	-38	0	-3	0.4	-1.6	-2	9	0	-2
40	COc1cccc(C(c2nnnn2C2CCCC2)N2CCC3(CC2)C(=O)NCN3c2ccccc2)c1OC (stereo not given)	i	4	4	1	-0.5	1.7	.	-5	6	8
41	CC(=NCCN1CCCCC1)c1c(O)n(-c2ccccc2)c(=O)[nH]c1=O	i	-4	-1	0	-0.5	-5.7	-7	1	1	-12
42	CCOC(=O)CSCCOc1ccc(C=C2C(=O)NC(=O)NC2=O)cc1OC	i	3	-2	-1	0.0	-1.3	1	0	-3	20
43	Cc1ccnc(-n2c(-c3ccccc3)nc3ccccc3c2=O)c1	i	2	-5	0	-0.6	-0.9	2	-1	2	2
44	COc1ccc(C(=O)c2nc3ccccc3n2C(C)C)cc1	i	-1	5	5	-0.3	0.4	-1	0	-3	-16
45	O=P1(Oc2ccccc2)OCCCS1 (stereo not given)	i	-4	-3	-5	3.1	0.1	-7	-4	2	-8
46	COP(=O)(/C=C(\Cl)c1ccccc1)/C=C(\Cl)c1ccccc1	i	-1	-4	4	-0.4	-0.2	-8	1	0	-15
47	COc1ccc(C(=O)C2CCCN(C3CSCCSC3)C2)c(OC)c1 (stereo not given)	i	0	-4	-1	0.7	0.3	-7	-1	-3	2
48	CN(C)c1ccc(CN2CC=C(c3ccc(F)cc3)CC2)cc1	i	-3	-13	-4	-0.9	-0.8	-4	1	-3	9
49	CCN(CC)CCCC(C)N=C(c1ccccc1)c1c(O)n(C)c(=O)n(C)c1=O (stereo not given)	i	-2	-4	2	-0.9	-1.1	-9	4	-1	1

Exported with two lines to a compound: part of the list above
Value order: Rpn11 block, SUMO1-SIM PPI, NadD block, STEP block, Tb MetRS inh, LMPTP inh, Scp1 inh, DNMT1 inh, CSN deneddyl inh, PABP1 MLLE inh
38. CCCCC1(CN2CCCC2=O)C(=O)NC(=O)NC1=O
 : i, 0, 1, 1, -0.3, -1.8, -15, 0, -4, 1
39. C[n+]1ccc(-c2ccccc2)c2ccccc21
 : i, -38, 0, -3, 0.4, -1.6, -2, 9, 0, -2
40. COc1cccc(C(c2nnnn2C2CCCC2)N2CCC3(CC2)C(=O)NCN3c2ccccc2)c1OC (stereo not given)
 : i, 4, 4, 1, -0.5, 1.7, ., -5, 6, 8
41. CC(=NCCN1CCCCC1)c1c(O)n(-c2ccccc2)c(=O)[nH]c1=O
 : i, -4, -1, 0, -0.5, -5.7, -7, 1, 1, -12
42. CCOC(=O)CSCCOc1ccc(C=C2C(=O)NC(=O)NC2=O)cc1OC
 : i, 3, -2, -1, 0.0, -1.3, 1, 0, -3, 20
43. Cc1ccnc(-n2c(-c3ccccc3)nc3ccccc3c2=O)c1
 : i, 2, -5, 0, -0.6, -0.9, 2, -1, 2, 2
44. COc1ccc(C(=O)c2nc3ccccc3n2C(C)C)cc1
 : i, -1, 5, 5, -0.3, 0.4, -1, 0, -3, -16
45. O=P1(Oc2ccccc2)OCCCS1 (stereo not given)
 : i, -4, -3, -5, 3.1, 0.1, -7, -4, 2, -8
46. COP(=O)(/C=C(\Cl)c1ccccc1)/C=C(\Cl)c1ccccc1
 : i, -1, -4, 4, -0.4, -0.2, -8, 1, 0, -15
47. COc1ccc(C(=O)C2CCCN(C3CSCCSC3)C2)c(OC)c1 (stereo not given)
 : i, 0, -4, -1, 0.7, 0.3, -7, -1, -3, 2
48. CN(C)c1ccc(CN2CC=C(c3ccc(F)cc3)CC2)cc1
 : i, -3, -13, -4, -0.9, -0.8, -4, 1, -3, 9
49. CCN(CC)CCCC(C)N=C(c1ccccc1)c1c(O)n(C)c(=O)n(C)c1=O (stereo not given)
 : i, -2, -4, 2, -0.9, -1.1, -9, 4, -1, 1

Assay outcomes (PubChem BioAssay)
